M4 antag: human M4 muscarinic receptor antagonists, primary screen, CHO cells, Fluo-8 calcium fluorescence. Muscarinic acetylcholine receptor M4 (Homo sapiens), P08173. CHO-hM4 cells, ACh EC80. inhibition, % at 3 µM. actives 0.73% (n = 360,000);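 active = inhibition above its plate's cutoff, the mean inhibition of sample wells plus 3 SD, cut at about 27% in these data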;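 also: 0% = acetylcholine EC80 with DMSO and 100% = DMSO without agonist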
CHRM1 antagonist: human M1 muscarinic receptor antagonists, primary screen, CHO-K1 cells, Fluo-8 calcium fluorescence, 1536-well; CHO-K1 hM1, ACh EC80 antagonist; AID 588852, 2011; actives 1.3% (n = 360,000); inhibition, % at 3 µM; Muscarinic acetylcholine receptor M1 (Homo sapiens), P11229;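 active = percent inhibition above its own plate's cutoff, namely the mean of that plate's compound wells plus 3 SD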;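 also: peak over basal fluorescence ratio during 140 s after agonist addition; 0% = ACh EC80 plus DMSO and 100% = DMSO alone without agonist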
TAAR1 agonist: human TAAR1 agonists, primary screen, Fluo-8 calcium fluorescence, CHO RD-HGA16 cells | vehicle wells 0%, saturating PEA agonist 100% | activation, % at 3 µM | actives 0.99% (n = 360,000) | Trace amine-associated receptor 1 (Homo sapiens), Q96RJ0 | AID 624467, 2012;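 active = activation above the mean activation of all test compounds in the run plus 3 SD, cut at about 38% in these data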
Target sequence (Q96RJ0 whole entry, looked up): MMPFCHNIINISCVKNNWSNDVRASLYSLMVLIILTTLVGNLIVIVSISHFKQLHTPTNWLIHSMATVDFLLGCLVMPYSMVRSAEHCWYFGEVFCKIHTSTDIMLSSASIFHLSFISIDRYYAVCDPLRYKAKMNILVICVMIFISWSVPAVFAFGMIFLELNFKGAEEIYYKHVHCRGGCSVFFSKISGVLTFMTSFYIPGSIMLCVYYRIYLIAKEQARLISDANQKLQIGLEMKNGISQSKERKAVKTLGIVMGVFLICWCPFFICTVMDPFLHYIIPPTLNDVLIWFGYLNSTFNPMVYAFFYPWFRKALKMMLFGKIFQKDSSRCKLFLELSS
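System: CHO-derived RD-HGA16 cells with stable Gα16 and human TAAR1. Times: 17-24 h plating, Fluo-8 75 min 37 °C, 30 min RT. Measured by: calcium-sensitive Fluo-8 signal, excitation 470-495, emission 515-575 nm. Read-out basis: % activation relative to PEA EC100 response. Control set: DMSO and PEA EC100. Repeats: no replicates (n 1).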
M1 ag: human M1 muscarinic receptor agonists, primary screen, Fluo-8 calcium fluorescence, CHO-K1 cells, HTS | actives 0.33% (n = 360,000) | activation, % at 3 µM | CHO-K1 hM1, agonist mode; 0% DMSO, 100% acetylcholine EC100;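 active = activation above the run's mean compound activation plus 3 SD, cut at about 16% in these data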;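 also: peak over basal fluorescence ratio within a 140 s kinetic read after compound addition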
M5 ag: human M5 muscarinic receptor agonists, primary screen, CHO-K1 cells, Fluo-8 calcium fluorescence. Muscarinic acetylcholine receptor M5 (Homo sapiens), P08912. CHO-K1 hM5 cells; 0% DMSO wells, 100% maximal acetylcholine response. activation, % at 3 µM. actives 0.19% (n = 360,000). AID 624037, 2012;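 active = activation above the run's mean over test compounds plus 3 SD, cut at about 23% in these data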;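 also: signal is peak over basal fluorescence ratio across the kinetic read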
Target sequence (P08912 whole entry, looked up): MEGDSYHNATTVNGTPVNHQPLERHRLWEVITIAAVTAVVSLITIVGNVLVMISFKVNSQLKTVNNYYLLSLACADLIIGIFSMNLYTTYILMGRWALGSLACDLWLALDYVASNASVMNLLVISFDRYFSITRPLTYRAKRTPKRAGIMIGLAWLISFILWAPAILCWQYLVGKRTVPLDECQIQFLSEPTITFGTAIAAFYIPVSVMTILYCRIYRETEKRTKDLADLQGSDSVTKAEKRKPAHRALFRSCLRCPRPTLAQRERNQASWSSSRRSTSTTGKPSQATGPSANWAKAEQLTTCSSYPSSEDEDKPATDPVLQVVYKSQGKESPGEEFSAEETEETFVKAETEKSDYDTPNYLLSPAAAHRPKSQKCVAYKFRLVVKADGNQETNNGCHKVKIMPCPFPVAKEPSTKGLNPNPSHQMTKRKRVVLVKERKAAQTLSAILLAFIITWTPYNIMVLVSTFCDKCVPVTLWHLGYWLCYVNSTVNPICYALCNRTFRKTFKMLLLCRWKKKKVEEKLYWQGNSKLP
M5 antag: human M5 muscarinic receptor antagonists, primary screen, CHO cells, Fluo-8 calcium fluorescence | Muscarinic acetylcholine receptor M5 (Homo sapiens), P08912 | CHO-hM5 cells, ACh EC80 | inhibition, % at 3 µM | actives 0.59% (n = 360,000);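 active = inhibition above a per-plate cutoff, the mean of that plate's test compounds plus 3 SD, cut at about 27% in these data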;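 also: 0% = acetylcholine EC80 with DMSO and 100% = DMSO without agonist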
CHRM4 agonist: human M4 muscarinic receptor agonists, primary screen, CHO-K1 cells, Fluo-8 calcium fluorescence. actives 0.14% (n = 360,000). Muscarinic acetylcholine receptor M4 (Homo sapiens), P08173. CHO-K1 hM4/Gqi5; vehicle 0%, full acetylcholine response 100%. activation, % at 3 µM;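 active = activation above the run mean over all test wells plus 3 SD, cut at about 32% in these data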;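 also: peak over basal fluorescence ratio per well then scaled between controls; 0% = DMSO wells and 100% = acetylcholine at EC100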
M5 PAM: human M5 muscarinic receptor positive allosteric modulators, primary screen, CHO-K1 cells, Fluo-8 calcium fluorescence. Muscarinic acetylcholine receptor M5 (Homo sapiens), P08912. activation, % at 3 µM. actives 0.3% (n = 360,000). AID 624038, 2012. CHO-K1 hM5, ACh EC20 PAM; 0% = ACh EC20, 100% = ACh EC100;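 active = activation above the run cutoff, the mean activation of all test compounds plus 3 SD, cut at about 18% in these data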
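System: CHO-K1 hM5 cells. Reagent: acetylcholine, EC20 level. Compound dosing: single dose, 3 µM nominal final test concentration. Timing: Post-acetylcholine fluorescence recording 140 s. Detection: Fluo-8 calcium fluorescence. Read-out: % activation, ACh-normalized. Benchmarks: ACh EC20 and EC100 wells. Repeats: singlicate, one well per test compound.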
M1 PAM: human M1 muscarinic receptor positive allosteric modulators, primary screen, CHO-K1 cells, Fluo-8 calcium fluorescence, 1536-well; Muscarinic acetylcholine receptor M1 (Homo sapiens), P11229; CHO-K1 hM1, ACh EC20; 0% = ACh EC20, 100% = maximal ACh; activation, % at 3 µM; actives 0.088% (n = 360,000); in the data active = activation above about 19%, passing the limit was not always enough
* marks the source's active call; other numbers are inactive results; · = no result given. Only part of the results is shown; count on the stated rates, not on these rows.

smiles	M5 antag	M1 ag	TAAR1 agonist	CHRM1 antagonist	CHRM4 agonist	M4 antag	M5 PAM	M5 ag	M1 PAM
N#CCCn1cc(C(=O)Nc2ccc(C(=O)O)cc2)c(-c2ccc([N+](=O)[O-])cc2)n1	-4	-1	11	-11	2	-7	9	3	19
COc1ccccc1C(=O)Nc1ccccc1C(=O)NCc1ccco1	7	2	6	3	13	-1	-8	-1	5
O=C(COc1cccnc1[N+](=O)[O-])N1N=C(c2ccc(Cl)cc2)CC1c1ccco1 (stereo unspecified)	0	-5	1	0	4	-5	4	-1	3
Cc1ccc(-c2cc(C(=O)NCc3cnn(C)c3)c3cc(Br)ccc3n2)cc1	3	-7	6	18	4	-6	-9	-3	-8
O=C(c1ccco1)N1N=C(c2cccs2)CC1c1cc([N+](=O)[O-])ccc1O (stereo unspecified)	15	-1	7	-5	11	-16	-5	5	5
CCc1sc(C(=O)Nc2nc(-c3ccccn3)cs2)cc1C	21	-7	·	-6	2	-4	0	-7	7
COc1ccc(-c2cn3cccnc3n2)cc1NC(=O)c1cccs1	0	-2	4	-3	2	8	-2	-1	1
CC(=O)Nc1nc(NCc2ccccc2Cl)n(-c2ccccc2)n1	6	-1	3	8	-1	4	-2	0	-3
O=C(CCC(=O)N1CCN(c2ccc(F)cc2)CC1)c1ccccc1	18	-2	-1	-8	1	14	-9	-2	5
O=C1COc2cccnc2N1	-4	-2	13	-11	0	4	0	-1	10
CC(C)C(=O)Nc1nnc(SCC(=O)NCC2CCCO2)s1 (stereo unspecified)	2	-3	-1	-6	0	-4	10	3	9
OCC(Cc1ccccc1)Nc1c2ccccc2nc2ccccc12 (stereo unspecified)	2	-7	1	-7	1	10	3	0	3
COc1cc(NC(=O)c2cc(-c3cccnc3)nc3ccc(Br)cc23)cc(OC)c1	3	-5	2	4	2	-29	2	1	-5
O=C(NC1=NCCS1)c1ccc([N+](=O)[O-])cc1Cl	13	-1	10	6	3	-7	5	-2	-8
COc1ccc(NC(=O)c2ccc(NCC3CCCO3)c([N+](=O)[O-])c2)cc1 (stereo unspecified)	-1	-5	6	2	2	0	-2	0	7
Cc1ccccc1N1CCN(C2CCCN(C(=O)c3cn4c(C)cccc4n3)C2)CC1 (stereo unspecified)	17	-11	2	2	5	-3	-3	-2	-10
COc1ccc(OCc2cc(=O)c3ccc4c(c3o2)C=CC(C)(C)O4)cc1OC	7	-9	5	7	11	-2	-3	-5	-5
Clc1ccccc1Cn1nnc(-c2ccccc2)n1	4	-7	4	3	0	0	1	-3	6
CC(C)n1c(-c2ccncc2)n[nH]c1=S	0	2	2	-19	1	1	1	5	12
COc1ccc(C(=O)NC(=O)Nc2cc(C)ccn2)cc1	3	-6	12	6	0	-1	0	0	-2
O=C(/C=C/c1c(F)cccc1Cl)Nc1ccc(S(=O)(=O)Nc2ncccn2)cc1	-12	-2	1	-13	0	5	6	-4	16
CC(C)N(CC#CCC(O)(c1ccccc1)c1ccccc1)CCO	-16	-13	2	28	2	-5	2	-11	-28
CC(C)=CC(=O)Nc1nnc(-c2ccc(F)cc2)s1	-11	-1	14	-2	0	1	2	3	5
CSc1ccccc1NC(=O)c1ccoc1C	-14	-5	4	-15	0	8	13	3	17
c1ccc(-c2ccccc2OCc2nnc3n2CCC3)cc1	2	-3	13	4	1	-8	4	-3	6
CCCC1NC(=O)c2cccnc2-n2c1nc1ccc(Br)cc1c2=O (stereo unspecified)	-15	-3	8	-22	0	-14	2	1	16
CCCCCCn1c(SCC(=O)NC2CCS(=O)(=O)C2)nc2ccccc2c1=O (stereo unspecified)	-4	-3	-1	-13	0	-10	0	0	7
Cc1nc2cccc(C(=O)Oc3ccc([N+](=O)[O-])cc3)c2o1	-5	0	-1	-13	4	-5	16	8	11
C/C=C/C=C\C(=O)Nc1cccc(C2=NOC3(C2)C[C@@H](C(N)=O)N(C(=O)c2cc([N+](=O)[O-])cc([N+](=O)[O-])c2C)C3)c1 (stereo partly specified)	15	-6	6	3	0	1	6	-3	2
COc1ccc(-n2nnnc2/C=C/Nc2cc(C(F)(F)F)ccc2OC)cc1	8	-4	2	0	2	-11	-4	-1	4
CC(C)C[C@H](NC(=O)[C@@H](Cc1ccccc1)n1c(=O)[nH]c2ccccc2c1=O)C(=O)N[C@@H](Cc1ccccc1)C(=O)O	-2	-6	1	-9	1	-21	5	-3	0
CC(C)CCNC(=O)c1nnc(Cc2ccc(Cl)cc2)o1	4	-3	0	-10	0	-14	-3	-1	7
COc1ccc(NC(=O)CCc2ccccc2)cc1S(=O)(=O)N1CCOCC1	15	-2	0	3	3	-4	-2	0	3
O=C(Nc1sccc1C(=O)N1CCOCC1)c1cccnc1	5	-3	·	-3	1	15	-2	1	7
COc1ccc(S(=O)(=O)NC(C)C(=O)N2CCCCCC2)cc1 (stereo unspecified)	6	-2	3	-12	1	-1	3	-3	12
Cc1nc(N2CCOCC2)c2c(C)c(C(=O)Nc3ccc(F)cc3Cl)sc2n1	3	-1	1	-4	0	-4	8	1	5
COC(=O)C1=C(C)N(C)C(=O)NC1c1ccc([N+](=O)[O-])o1 (stereo unspecified)	3	-7	4	0	3	1	-3	-1	9
N#Cc1cnn2c(=O)[nH]cnc12	1	-1	6	-8	0	-14	-5	-1	3
Cc1cc(C)c(S(=O)(=O)NCC(c2ccc3c(c2)OCO3)N2CCOCC2)c(C)c1 (stereo unspecified)	1	-2	1	3	0	-9	4	1	7
CC1(c2ccc3ccccc3c2)NC(=O)N(CC(N)=O)C1=O (stereo unspecified)	-6	-1	-1	-4	1	-4	9	-1	9
NS(=O)(=O)c1ccc(Cl)c(C(=O)Nc2ccccc2[N+](=O)[O-])c1	-10	-11	5	-9	2	-6	7	1	7
COC(=O)c1ccc(Oc2nc3ccccc3n3c(C)nnc23)cc1	-4	1	2	-15	2	-13	0	-3	5
O=C(Cc1nc2ccccc2[nH]1)c1ccc(Cl)cc1	19	-5	2	-3	1	5	-7	-2	7
CCOc1ncccc1C(=O)OCCCC(=O)c1ccc(Br)cc1	9	-4	9	-17	1	8	-13	-6	8
COC(=O)c1ccc(CSC2=NC[C@@H]3[C@@H]4C(=O)N(C)C(=O)[C@@H]4[C@](C)(C(=O)OC)N23)cc1	2	-4	8	-13	4	-4	0	1	5
CC(C)CCN1CCN(C2CCN(c3ccccc3)CC2)CC1CCO (stereo unspecified)	4	-10	1	10	0	-2	2	-5	-4
O=C(c1ccccc1)N1CCC(c2nc3c(nnn3Cc3ccco3)c(=O)[nH]2)CC1	7	1	2	0	0	-7	0	2	13
COc1ccccc1Oc1ccc(Oc2ccccc2OC)cc1	13	-3	0	20	-1	-6	-5	-2	-11
Cc1[nH]c2ccccc2c1/C=C/C(=O)c1ccccc1	8	-2	11	13	6	-6	-7	1	2
O=C(NC(=S)Nc1cccnc1Cl)c1ccc(Cl)cc1	12	-3	9	11	5	2	-3	-4	-8
Cc1ccc(-n2nnnc2SCC(=O)Nc2ccc(N3CCN(C)CC3)cc2)c(C)c1	8	-5	16	-6	3	3	-8	-7	-4
O=C(CSc1ncn[nH]1)Nc1ccc(S(=O)(=O)N2CCCC2)cc1	0	-3	5	-4	1	-1	-6	-2	-5
O=C(OCc1cc2ccccc2[nH]c1=O)c1ccccn1	1	-2	9	-15	1	2	-5	-2	-3
O=S1(=O)CCN2C(Cc3ccc(SC(F)F)cc3)=CSC2=N1	0	0	6	-2	1	12	-6	1	3
N#Cc1cccc(Nc2c3c(nc4ccccc24)CCC3)c1	13	-8	1	-4	6	0	-5	-4	1
Cc1ccc(Cn2ncc3c(NCCCN4CCOCC4)ncnc32)cc1	1	-5	-1	-2	0	2	-4	-2	-1
Cc1cccc(-n2c(C)cc(C)c(C#N)c2=O)c1	1	-3	12	-4	0	10	-2	1	6
O=C(NCCCN1CCOCC1)c1c(O)c2cc(Br)cc(Br)c2[nH]c1=O	-7	-2	·	-16	1	2	6	-7	12
CC(=O)N1CCN(c2ccc(Nc3ncnc4c3oc3ccccc34)cc2)CC1	-8	1	10	-8	12	-19	-8	5	1
CCOc1ccc(CCNS(=O)(=O)c2ccc3c(c2)NC(=O)CO3)cc1OCC	5	-4	1	-15	1	-5	-2	-4	13

New compounds follow.
smiles	M5 antag	M1 ag	TAAR1 agonist	CHRM1 antagonist	CHRM4 agonist	M4 antag	M5 PAM	M5 ag	M1 PAM
CCn1cc(C(=O)NCc2ccco2)c(=O)c2cc(S(=O)(=O)N3CCc4ccccc4C3)ccc21	2	-4	1	3	2	8	0	-6	1
CC(C)(C)NC(=O)CN1C(=O)/C(=C/c2ccccc2)SC1=S	2	-4	4	17	1	-2	-4	-1	-5
O=C(NCCc1ccccc1)c1c(O)c2cccc3c2n(c1=O)CC3	-8	-1	10	-6	2	1	0	0	8
Cc1ccccc1OCC(=O)NNC(=O)c1cc(S(=O)(=O)N(C)C)ccc1N1CCCC1	8	-3	1	-10	2	0	-5	1	4
CC(=O)Nc1ccc(-c2csc(Nc3ccc(S(N)(=O)=O)cc3)n2)cc1	20	-3	0	8	10	-5	-9	-1	-3
CC12CC3(C)CC(C)(C1)CC(C(N)=O)(C2)C3	4	-6	8	2	-1	-2	1	-5	3
CN(C)C(=S)NC(=O)c1cccc(Cl)c1	6	-2	1	17	0	10	-1	2	-7
CC1=C(C(=O)OC(C)C)C(c2ccccc2Cl)CC(=O)N1 (stereo unspecified)	1	-2	7	-11	0	-3	-3	-12	8
Cc1ccc(S(=O)(=O)c2nc(NCc3ccc4c(c3)OCO4)sc2Cl)cc1	3	-6	3	10	0	-13	-13	-4	-7
Cn1c(=O)n(C)c2cc(NC(=O)COc3ccc(Cl)cc3)ccc21	5	-3	9	9	9	-2	-3	6	-2

Full records as entered above.
`O=C(NCCc1ccccc1)c1c(O)c2cccc3c2n(c1=O)CC3` across the screens: M5 antag: -8; M1 ag: -1; TAAR1 agonist: 10; CHRM1 antagonist: -6; CHRM4 agonist: 2; M4 antag: 1; M5 PAM: 0; M5 ag: 0; M1 PAM: 8
`Cc1ccccc1OCC(=O)NNC(=O)c1cc(S(=O)(=O)N(C)C)ccc1N1CCCC1` across the screens: M5 antag: 8; M1 ag: -3; TAAR1 agonist: 1; CHRM1 antagonist: -10; CHRM4 agonist: 2; M4 antag: 0; M5 PAM: -5; M5 ag: 1; M1 PAM: 4
